LGR2 antag – blocks bursicon-induced cAMP signaling via Drosophila LGR2. 0.35% of 380,000 active. HEK293 LGR2, CRE-luciferase, bursicon-stimulated, 4 h. inhibition, % at 9.99 µM;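 active means drop in luminescence signal, shown as inhibition above about 50% in the replicate tests, limit read from the data, passing the limit was not always enough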;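 further: agonist challenge used bursicon conditioned medium at about half maximal strength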
ERAP1 HTS inh – blocks human ERAP1 aminopeptidase activity. recombinant ERAP1, Leu-AMC fluorescence, 60 min. inhibition, % at 10.7 µM. Q9NZ08. 0.15% of 340,000 active. AID 652197;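 active means mean replicate inhibition of at least 30%, or all replicates individually reaching that 30% level; inactive means mean below 30% and not every replicate reaching it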;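 further: 0% = neutral control wells and 100% = L-leucinethiol positive control wells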
Target sequence (Q9NZ08 whole entry, looked up): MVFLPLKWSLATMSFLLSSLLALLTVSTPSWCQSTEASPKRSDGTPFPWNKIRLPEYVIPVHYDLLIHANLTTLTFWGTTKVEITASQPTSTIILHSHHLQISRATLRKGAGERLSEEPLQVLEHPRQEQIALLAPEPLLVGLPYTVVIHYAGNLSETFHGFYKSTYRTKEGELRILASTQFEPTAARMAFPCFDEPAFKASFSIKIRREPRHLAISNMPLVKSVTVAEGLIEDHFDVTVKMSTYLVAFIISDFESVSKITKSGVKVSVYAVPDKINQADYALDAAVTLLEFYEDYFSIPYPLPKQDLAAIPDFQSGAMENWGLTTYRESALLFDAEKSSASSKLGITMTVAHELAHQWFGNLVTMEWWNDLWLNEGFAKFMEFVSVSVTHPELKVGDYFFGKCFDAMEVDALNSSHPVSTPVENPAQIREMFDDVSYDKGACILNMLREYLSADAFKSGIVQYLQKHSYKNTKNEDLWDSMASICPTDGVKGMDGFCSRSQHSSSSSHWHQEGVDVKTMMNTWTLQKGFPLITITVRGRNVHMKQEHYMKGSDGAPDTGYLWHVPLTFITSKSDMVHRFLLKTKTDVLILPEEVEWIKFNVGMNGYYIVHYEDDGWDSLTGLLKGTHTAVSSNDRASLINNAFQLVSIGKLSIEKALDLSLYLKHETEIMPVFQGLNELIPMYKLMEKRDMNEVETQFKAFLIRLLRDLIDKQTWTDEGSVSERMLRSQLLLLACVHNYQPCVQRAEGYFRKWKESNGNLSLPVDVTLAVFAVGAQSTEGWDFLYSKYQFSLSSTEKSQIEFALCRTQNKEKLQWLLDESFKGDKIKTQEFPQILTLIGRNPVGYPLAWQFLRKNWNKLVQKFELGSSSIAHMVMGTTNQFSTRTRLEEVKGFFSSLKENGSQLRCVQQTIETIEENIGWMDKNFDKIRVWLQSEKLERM
Cneo AK release – Cryptococcus neoformans lysis via adenylate kinase release; C. neoformans lysis, adenylate kinase release luminescence, 4 h; normalised: neutral wells 0, clomiphene wells 100; lysis activity, % at 15 µM; AID 651654; 0.2% of 360,000 active;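 active means mean lysis activity across replicates of at least 80%, whatever share of replicates individually reach that level; inactive means mean lysis activity below 80%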
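Test system: log-phase Cryptococcus neoformans yeast cells; Quantity: yeast cell density of 5 × 10^6 cells/mL; Buffer or medium: YPD; Doses: single compound concentration per well; Timing: 4 h at 37 °C static, read 1 h later; Measured by: AK luminescence; Read-out basis: lysis from increased AK signal; Control set: Clomiphene as positive control.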
Statin myotox sup – suppressors of simvastatin-induced myotoxicity in C2C12 myotubes; ATP luminescence, 48 h; scaled: DMSO 0, geranylgeraniol control 100; rescue of ATP level, % at 7.49 µM; 0.78% of 330,000 active; AID 602340;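 active means mean ATP rescue above about 67%, or every replicate alone reaching that limit, limit read from the data, passing the limit was not always enough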;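 further: myotubes were challenged with 10 µM simvastatin during compound exposure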
SIRT5 inh – inhibitors of human sirtuin-5 desuccinylase. inhibition, % at 15 µM. Purified SirT5, succinyl-peptide AMC, trypsin-coupled fluorescence. 1.1% of 330,000 active; in the data active means inhibition above about 15%
S100A4 MyoIIA – S100A4-myosin IIA interaction inhibition; P26447; S100A4/TAMRA-MyoIIA peptide fluorescence polarization; inhibition, % at 10.7 µM; 0.14% of 360,000 active; AID 652163;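 active means mean inhibition of at least 70% across replicates, with every replicate also reaching that level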
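Assay system: human S100A4 monomer with TAMRA-labelled myosin IIA peptide / Buffer or medium: Calcium-containing HEPES buffer, pH 7.2 / Reagent: TAMRA-labelled myosin IIA heavy-chain peptide probe, 5 nM / Compound: one dose per compound / Timing: polarization read 5 min after assay mix addition, stable 5–60 min / Benchmarks: neutral control DMSO, positive control TFP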
PGC1a acetyl inh – modulators of PGC1a acetylation. U2OS PGC1a acetylation, AlphaScreen anti-acetyl-lysine; with virally co-expressed GCN5 acetyltransferase. 0.17% of 350,000 active. inhibition, % at 15.6 µM;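 active means every replicate shows inhibition of at least 40%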;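 further: 0% = neutral control wells and 100% = positive control wells; some results beyond the cut were filed as inactive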
XiGFP reactiv – activators of X-chromosome reactivation in mouse fibroblasts; XiGFP mouse fibroblasts, % GFP-positive cells imaging, 3 d; cells co-treated with 5-aza-dC sensitizer; scaled so ellipticine positive control = 100%; activation, % at 7.58 µM; 0.055% of 360,000 active; AID 743238;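 active means mean normalized replicate activation at least 10% and every replicate at or above 10%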;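 further: 0% = median of on-plate neutral control wells and 100% = ellipticine 6 µM median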
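Assay system: SV40-immortalized XiGFP fibroblast cells, line 68-5-11; buffer or medium: DMEM plus 5-aza-dC sensitizer; compound: one concentration, pinned; timing: compounds 3 days, fix/stain 15 min at room temperature; benchmarks: positive control ellipticine, 6 µM final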
* = called active by the depositor; . = no result given. A portion of the library; rates above refer to the full screens.

SMILES	LGR2 antag	ERAP1 HTS inh	Cneo AK release	Statin myotox sup	SIRT5 inh	S100A4 MyoIIA	PGC1a acetyl inh	XiGFP reactiv
COc1ccc(OCCOC(=O)c2cc(S(=O)(=O)N3CCOCC3)c(Cl)cc2Cl)cc1	-3	4	5	4	-3	6	-12	-0.1
COCCNC(=O)C(c1ccc(Cl)cc1)N(CCOC)C(=O)CCC(=O)Nc1ccccn1 (configuration not stated)	6	-4	0	-3	-6	-3	.	0.0
O=C(CN1CCN(Cc2ccccc2)CC1)Nc1cccc(Cl)c1Cl	3	-8	-1	-3	.	18	-1	0.1
S=c1[nH]nc(C23CC4CC(CC(C4)C2)C3)n1Cc1ccco1	19	.	5	-12	.	.	-15	.
O=C(C1CCCC1)N1CC(=O)N2[C@@H](CO)[C@H](c3ccc(C#Cc4cccc(F)c4)cc3)[C@@H]2C1	-23	-2	.	.	-3	10	-6	0.3
Cc1ccn2cc(CCNC(=O)COc3ccccc3)nc2c1	7	.	.	1	-1	18	.	1.3
COc1ccccc1NC(=O)N[C@@H]1CC[C@H](CCNC(=O)Cc2ccccn2)O[C@@H]1CO	14	2	-1	-4	1	0	2	-0.2
COc1ccc(NC(=O)N2CCCC(CCC(=O)N(C)CCc3ccccn3)C2)cc1 (configuration not stated)	-40	-1	.	.	0	-7	2	0.0
Cc1cccc2nc(CNC(=O)C3CCC(=O)N(Cc4ccccc4F)C3)cn12 (configuration not stated)	-2	2	0	8	-4	6	.	0.1
CC(=O)Nc1ccc(NC(=O)C2CC(=O)Nc3nc4ccccc4n32)cc1 (configuration not stated)	7	-3	-2	.	-3	-7	8	0.2
Cc1c(CC(=O)NCCC(=O)O)c(=O)oc2cc3oc4c(c3cc12)CCCC4	-6	-1	1	5	3	2	.	0.1
Cc1ccc(N(CC(=O)Nc2ccc(Br)c(C)c2)S(=O)(=O)c2c(C)[nH]c(=O)[nH]c2=O)cc1	4	0	-2	1	1	1	7	0.1
COCC(=O)Nc1ccc2c(c1)OC[C@@H](C)N(Cc1cc(F)ccc1F)C[C@H](C)[C@@H](OC)CN(C)C2=O	7	0	0	5	3	-6	3	0.1
COc1ccccc1CN1[C@@H](CO)[C@H](c2ccccc2)C12CN(C(C)=O)C2	-2	4	.	.	-2	1	3	0.0
COc1cccc(CN(C)C(=O)Cc2c[nH]c3ccccc23)c1	-2	1	0	.	6	-4	10	0.0
COc1ccccc1C(=O)Nc1ccc2c(c1)OC[C@@H](C)NC[C@H](C)[C@@H](OC)CN(C)C2=O	-7	1	-67	3	1	-11	-6	0.6
COc1cccc(C(=O)Nc2nnc(S(=O)(=O)N(C)Cc3ccc(F)cc3)s2)c1	16	0	2	-18	-2	-4	-5	0.0
COc1ccccc1CNC(=O)COC(=O)Cc1ccsc1	0	-1	.	.	-5	3	.	0.0
COc1ccc(-c2ccccc2[C@H]2[C@@H](CO)N(C(=O)NC3CCCC3)[C@H]2C#N)cc1	-3	-5	.	.	2	1	.	0.0
COc1ccc(NC(=O)CCN2CCN(C/C=C/c3ccccc3)CC2)cc1	0	2	-1	-10	0	1	13	0.0
COc1ccc(S(=O)(=O)Nc2ccc3c(c2)C(=O)N([C@H](C)CO)C[C@@H](C)[C@H](CN(C)S(=O)(=O)c2c(C)noc2C)OCCCC[C@@H](C)O3)cc1	5	-1	3	.	11	-7	-1	0.0
O=c1c2ccccc2c(-c2ccccc2)nn1-c1ccccc1	3	-3	1	.	-1	2	3	0.1
O=c1sc2ccccc2c(N2CCOCC2)c1[N+](=O)[O-]	13	0	-1	1	0	20	0	0.0
Cc1ccc(NC(=O)c2ccc(Cn3cc([N+](=O)[O-])cn3)cc2)c(C)c1	6	3	-1	-9	-6	0	5	0.1
C[C@H]1CN([C@@H](C)CO)C(=O)c2cc(-c3ccc(C#N)cc3)cnc2O[C@H]1CN(C)Cc1ccncc1	10	-1	-1	6	-2	0	3	-0.6
CCOc1ccc(CCN2C(=O)C(=O)N([C@@H](Cc3ccccc3)CN3CCC[C@H]3CN3C(=O)C(=O)NC[C@@H]3Cc3ccccc3)C[C@@H]2Cc2ccccc2)cc1	13	-1	.	.	-3	-3	.	0.0
S=c1[nH]nc(-c2ccc(Cl)cc2Cl)n1Cc1ccccc1	.	-1	.	.	-1	-1	.	-0.3
O=C(CSc1nc2c(cnn2-c2ccc(F)cc2)c(=O)[nH]1)N1CCCCCC1	3	3	37	-13	-1	2	-4	0.1
CCN(CC(=O)NCc1ccc(Cl)cc1)C(=O)CSCC(=O)Nc1ccc(OC)cc1	-8	-1	2	14	0	1	6	-0.1

Compound profiles (already shown):
O=C(CN1CCN(Cc2ccccc2)CC1)Nc1cccc(Cl)c1Cl is entered as LGR2 antag: 3; ERAP1 HTS inh: -8; Cneo AK release: -1; Statin myotox sup: -3; SIRT5 inh: .; S100A4 MyoIIA: 18; PGC1a acetyl inh: -1; XiGFP reactiv: 0.1
COc1cccc(CN(C)C(=O)Cc2c[nH]c3ccccc23)c1 is entered as LGR2 antag: -2; ERAP1 HTS inh: 1; Cneo AK release: 0; Statin myotox sup: .; SIRT5 inh: 6; S100A4 MyoIIA: -4; PGC1a acetyl inh: 10; XiGFP reactiv: 0.0
Cc1ccc(N(CC(=O)Nc2ccc(Br)c(C)c2)S(=O)(=O)c2c(C)[nH]c(=O)[nH]c2=O)cc1 is entered as LGR2 antag: 4; ERAP1 HTS inh: 0; Cneo AK release: -2; Statin myotox sup: 1; SIRT5 inh: 1; S100A4 MyoIIA: 1; PGC1a acetyl inh: 7; XiGFP reactiv: 0.1
